# Screening results (PubChem)
# HSF-1 act = increases HSF-1 driven luciferase reporter signal | AID 504408 | activation, % at 9 µM | NIH3T3-HGL HSF-1 luciferase reporter, MG132, 8 h; 100% = twice DMSO control signal | actives 1.7% (n = 300,000);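 active means mean replicate activation of at least 50% with a set share of replicates each reaching 50%; inconclusive means only one of those two conditions met; inactive means mean below 50% and too few replicates reaching it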;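 further: 0% = median of the neutral control wells and 100% = twice that signal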
# PolyA inhibitor = yeast polyadenylation inhibition; S. cerevisiae SKY197-pL101 polyadenylation reporter, beta-gal luminescence; efflux-impaired pdr1/pdr3 knockout yeast; score 100 = 6 SD above DMSO; calls only at 12 µM; actives 0.02% (n = 300,000);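 active means lowest replicate activity score at least 50, where 100 means six control SD above control mean; inconclusive means lowest score under 50 but half or more replicates reach 50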;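 further: yeast exposed to compound for 9 h at 30 °C; higher score means more reporter readthrough which indicates perturbed polyadenylation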
# HSP90 inh = HSP90 refolding inhibition in rabbit reticulocyte lysate; AID 1789; inhibition, % at 5.6 µM; luciferase refolding luminescence, 3 h; actives 0.91% (n = 290,000);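 active means inhibition above the screen-wide mean plus 3 SD, computed separately per campaign, cut at about 16% in these data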;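 further: 0% = DMSO wells and 100% = 60 µM geldanamycin wells; inhibitors lower the luminescence because luciferase stays unfolded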
# HDAC3 inhib = inhibitors of human histone deacetylase 3; AID 2718; O15379; recombinant HDAC3, fluorogenic peptide/trypsin coupled, fluorescence; inhibition, % at 8.3 µM; actives 0.15% (n = 320,000); in the data active means inhibition above about 26%, passing the limit was not always enough; inconclusive means no clear call, values can overlap the other calls
# HSF1 inhib = HSF1 inhibition; actives 0.77% (n = 300,000); AID 2098; NIH3T3-HGL HSE-luciferase, MG132-induced, luminescence 8 h; active compounds read low; activity change, negative = inhibition, % at 7.5 µM (by protocol);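 active means more than half of replicate wells show activity change below -50%, luminescence cut by over half; inconclusive means some wells, but at most half, below -50%; inactive means no replicate well below -50%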;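 further: luciferase reports HSF-1 transcriptional activity via heat shock element; 0% = median of DMSO wells and -100% = zero luminescence signal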
# Dyrk1A ADPGlo = blocks rat Dyrk1A kinase activity. ADP-Glo luminescence, NFATc1 peptide. actives 0.43% (n = 310,000). inhibition, % at 12.5 µM. Q63470; in the data active means inhibition above about 50%;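 further: plate controls were vehicle with enzyme for no effect and no enzyme for full effect; many of its hits are not listed in these tables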
# GSK3beta inhib = inhibitors of human GSK3beta kinase; P49841; GST-GSK3beta kinase, ADP-Glo luminescence, 60 min; active compounds read low; activity score (negative = inhibition), % at 10 µM; actives 0.038% (n = 300,000); AID 2097;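 active means more than half of replicate wells score below -50%, meaning over 50% inhibition versus plate controls; inconclusive means some replicates but at most half score below -50%; inactive means no replicate scores below -50%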;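 further: 0% = median DMSO wells and -100% = median GW8510 positive control wells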
# Target sequence (P49841 whole entry, looked up): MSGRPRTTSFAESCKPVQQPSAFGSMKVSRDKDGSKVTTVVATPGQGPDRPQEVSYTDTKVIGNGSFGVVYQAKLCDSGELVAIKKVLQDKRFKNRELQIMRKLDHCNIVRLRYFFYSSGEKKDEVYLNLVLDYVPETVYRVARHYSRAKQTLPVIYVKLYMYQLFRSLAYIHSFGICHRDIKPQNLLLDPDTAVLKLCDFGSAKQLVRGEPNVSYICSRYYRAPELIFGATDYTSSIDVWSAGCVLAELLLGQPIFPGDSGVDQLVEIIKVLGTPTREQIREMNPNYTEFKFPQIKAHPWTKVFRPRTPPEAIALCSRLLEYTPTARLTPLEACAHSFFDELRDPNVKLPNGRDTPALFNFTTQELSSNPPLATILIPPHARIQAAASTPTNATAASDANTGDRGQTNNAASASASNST
#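 Test system: GST-tagged human GSK3beta kinase, cell-free; evaluation: activity score scaled between in-plate DMSO and GW8510 controls; measured by: ADP-Glo luminescence; incubation: 60 min reaction, RT; benchmarks: DMSO and 20 µM GW8510; reagent: peptide substrate plus 25 µM ATP (final); medium: Tris/MgCl2 kinase buffer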
# AI-2 QS modul = modulates the Vibrio harveyi AI-2 quorum sensing system. actives 0.4% (n = 300,000). Vibrio harveyi JMH597 AI-2 luminescence/OD600 ratio, 9 h; active compounds read low; strain lacks LuxN and CqsS sensors; 0 = neutral-control median. activity change, % at 7.5 µM; in the data active means activity change below about -75%, passing the limit was not always enough; inconclusive means no clear call, values can overlap the other calls;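 further: luminescence divided by OD600 gain over 9 h not by final OD600 alone; inactives centre near 13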
# Platelet DG rel = modulates dense granule release in human platelets | human platelet-rich plasma, SFLLRN dense granule ATP release, luminescence | inhibition, %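 (compounds screened at 7.5 µM in platelet-rich plasma)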 | actives 0.22% (n = 300,000);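 active means mean replicate score, as percent of positive control, at or above 50; inconclusive means mean below 50 but at least one replicate at or above 50; inactive means mean and every replicate below 50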
# GSK3 alpha inh = blocks human GSK-3 alpha kinase. ADP-Glo luminescence, 60 min. inhibition, % at 10 µM. actives 0.1% (n = 320,000);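 in the data active means inhibition above about 50%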;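 further: GST-tagged GSK-3 alpha with peptide substrate and 25 µM ATP; 0% = DMSO neutral wells and 100% = GW8510 positive control wells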
# Target sequence (P49840 whole entry, looked up): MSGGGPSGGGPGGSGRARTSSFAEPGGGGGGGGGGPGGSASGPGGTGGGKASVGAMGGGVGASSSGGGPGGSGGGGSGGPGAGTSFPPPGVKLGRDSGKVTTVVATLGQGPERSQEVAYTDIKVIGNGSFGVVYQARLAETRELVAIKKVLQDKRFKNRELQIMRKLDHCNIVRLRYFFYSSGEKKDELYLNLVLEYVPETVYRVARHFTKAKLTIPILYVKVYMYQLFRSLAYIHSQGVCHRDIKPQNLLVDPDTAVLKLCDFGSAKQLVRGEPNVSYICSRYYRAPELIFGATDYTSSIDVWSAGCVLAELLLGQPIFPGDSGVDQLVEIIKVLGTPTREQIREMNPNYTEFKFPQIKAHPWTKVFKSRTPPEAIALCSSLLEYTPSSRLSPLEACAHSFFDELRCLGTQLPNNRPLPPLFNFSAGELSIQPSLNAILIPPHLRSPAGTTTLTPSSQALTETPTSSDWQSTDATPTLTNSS
# An asterisk follows results filed as active; i = inactive; ? = inconclusive; . = no result given. Only part of the results is shown, so the mix of outcomes need not match the whole.
SMILES,HSF-1 act,PolyA inhibitor,HSP90 inh,HDAC3 inhib,HSF1 inhib,Dyrk1A ADPGlo,GSK3beta inhib,AI-2 QS modul,Platelet DG rel,GSK3 alpha inh
CCN1C(=O)N(CN2CCOCC2)C2C1N(CN1CCOCC1)C(=O)N2CC (centres undefined),-2.2,i,.,1.3,-5.5,3.8,-20.9,15.2,5.5,-2.9
COc1ccccc1/C=C/CN1CCC(Oc2cc(C(=O)NC3CC3)ccc2OC)CC1,-54.8,i,4.2,-7.3,-40.1,3.5,-0.6,4.2,9.9,1.4
CC(=O)n1cc(N(C(=O)CCl)c2ccc(C)cc2)c2ccccc21,17.2,i,11.6,4.0,-1.8,4.5,-0.5,37.9,8.1,1.2
O=C(NCC(c1cccs1)N1CCOCC1)c1ccc(Cl)s1 (centres undefined),7.7,i,-2.9,3.0,5.9,.,2.1,14.9,7.3,10.4
O=C(O)c1ccc(/C=N/NC(=S)NC2CCCCC2)cc1,-33.0,i,8.7,-1.3,-32.8,20.6,-0.8,25.8,-1.2,3.3
CN(C)c1nc(N(C)C)nc(N(C#N)CCOc2ccccc2)n1,24.1,i,2.4,-1.1,12.5,6.1,2.7,-8.7,12.2,-1.7
CSCCC1NC2(C(=O)Nc3ccc(Cl)cc32)[C@@H]2C(=O)N(C3CCCC3)C(=O)[C@H]12 (some centres undefined),19.4,i,2.4,3.2,1.1,.,0.9,5.0,-0.4,-2.9
CCOC(=O)CCCNC(=O)COC(=O)c1cc2ccccc2cc1O,-7.0,i,-4.7,4.1,3.1,21.2,1.9,47.2,0.0,-1.6
CCn1cc(/C=C(\NC(=O)c2cc(OC)c(OC)c(OC)c2)C(=O)NCCCN2CCOCC2)c2ccccc21,-5.5,i,-9.6,7.4,-7.0,.,0.8,-1.5,-0.8,0.0
CC(=O)Nc1nnc(SCC(=O)NC(C)(C)C)s1,5.6,i,-4.3,?,4.2,-1.0,3.8,-1.5,-0.9,-6.1
CCN1CCSc2ccc(C(=O)Nc3ccc(NC(C)=O)cc3)cc21,-23.3,i,-4.1,-0.8,-6.5,-1.3,-3.7,3.7,-2.1,3.7
CCn1c2ccccc2c2cc(NC(=O)c3cc(C)on3)ccc21,-2.8,i,-1.7,5.8,-6.7,.,3.7,8.9,8.3,-4.4
CC(=O)Nc1ccc(NC(=O)CSc2nnc(CNc3ccc(F)cc3)n2CC2CCCO2)cc1 (centres undefined),-2.9,i,4.0,-0.8,0.4,-9.5,5.9,13.9,-3.5,-1.1
COc1ccc(/C=N/N=C2/NC(=O)CC(C(=O)O)S2)cc1 (centres undefined),-4.0,i,23.2*,5.9,4.3,4.8,1.3,23.1,-4.1,-4.2
CC(=O)N1N=C(c2ccco2)CC1c1cc2cc(C)ccc2nc1Cl (centres undefined),1.9,i,0.0,1.6,3.2,.,-2.6,4.9,-2.4,-1.5
Cc1cnc([N+](=O)[O-])n1CCOC(=O)NC(=O)c1cccc(F)c1,-1.0,i,2.1,3.5,-6.5,.,4.1,-13.1,?,0.3
COc1ccc(C2=Nn3c(nnc3-c3cc(C)[nH]n3)SC2)cc1,-6.5,i,0.7,4.6,3.6,.,3.6,36.5,?,15.0
Cc1ccccc1C(=O)NNC(=O)Cc1ccccc1,.,i,1.6,0.2,.,-5.5,-0.2,15.6,-1.0,-0.9
NCCCC[C@H](NC(=O)C1CCNCC1)c1nnc(CN)o1,-12.3,i,7.4,-4.0,-9.7,.,2.5,12.3,-1.3,-1.7
CC1=CC2=NC(=O)/C(=C\c3cn(C)c4ccccc34)C(=N)N2O1,11.1,i,-0.9,3.2,1.4,-4.7,2.5,13.8,3.6,.
COc1ccc(C(=O)Nc2ccc(N3CCCC3)cc2)cc1,12.3,i,2.3,3.2,6.8,4.2,1.8,39.3,-6.4,-2.7
CCN(Cc1ccccc1)C(=O)CCS(=O)(=O)c1ccc2c(c1)NC(=O)CO2,-7.0,i,-3.7,2.2,1.8,-3.5,3.0,20.9,9.4,-1.7
CCOc1ccc(CCNC(=O)c2nnn(CC(=O)Nc3ccccc3C)c2N)cc1OCC,2.5,i,1.7,2.7,-5.4,-2.8,-3.4,9.2,1.3,-2.0
O=S(=O)(Nc1ccccc1Br)c1cccs1,-9.2,i,2.5,-0.3,-12.3,-4.1,0.2,31.5,4.1,-3.6
COc1cc(OC)c(NC(=O)CCNC(=O)Cn2cnc3ccccc3c2=O)cc1Cl,51.4*,i,3.3,-5.0,7.9,5.1,0.5,7.4,4.4,-1.1
COc1ccc(NS(=O)(=O)c2cc(NC(=O)C3CCCCC3)ccc2N2CCOCC2)cc1,6.7,i,3.3,6.9,-2.9,2.5,0.3,25.6,1.3,-1.0
O=C(NCc1ccc2c(c1)OCO2)c1cccc([N+](=O)[O-])c1,-4.5,i,-1.6,-3.5,-0.1,7.1,0.6,-3.4,-2.3,-1.2
CC(C)N(C(=O)CSc1nnc(Cc2ccc3c(c2)OCO3)n1C)C(C)C,-5.5,i,-3.2,4.0,1.8,-0.9,1.1,-8.5,-2.0,0.8
CCOc1ccc(CCNC(=O)C2CC(=O)N(C3CCCC3)C2)cc1OCC (centres undefined),.,i,-0.7,-9.2,.,-3.7,-0.2,9.1,2.0,-2.6
OC1CCN(Cc2cn(Cc3ccccc3)nc2-c2cc3ccccc3o2)CC1,31.8,i,-0.7,-5.4,-1.1,-2.2,1.7,23.1,-1.8,0.6

# Look-ups from the list.
# HSP90 inh with CC1=CC2=NC(=O)/C(=C\c3cn(C)c4ccccc34)C(=N)N2O1 stands at -0.9
# HSF-1 act with COc1ccc(C(=O)Nc2ccc(N3CCCC3)cc2)cc1 stands at 12.3

# New compounds follow.
SMILES,HSF-1 act,PolyA inhibitor,HSP90 inh,HDAC3 inhib,HSF1 inhib,Dyrk1A ADPGlo,GSK3beta inhib,AI-2 QS modul,Platelet DG rel,GSK3 alpha inh
O=C(O)c1ccn(COc2ccc(Br)cc2)n1,-1.3,i,0.4,0.1,-8.9,0.6,2.0,22.2,-0.9,3.5
Cc1cc(C)n(-c2ccc(NC(=O)C3CCCCN3C(=O)c3cccs3)cc2)n1 (centres undefined),31.4,i,1.2,-3.9,0.5,-6.8,1.0,2.9,-0.6,0.2
N#CCCN1CCN(C2=NC(=O)/C(=C\c3cccs3)S2)CC1,-2.4,i,-0.9,7.6,-3.4,6.2,0.1,27.4,-16.8,-0.1
O=C(Nc1ccc(Br)cc1)c1cc(-c2ccc3c(c2)OCO3)on1,-3.8,i,-3.7,2.3,-7.9,-0.8,-5.0,8.6,-36.2,0.9
O=C(NCc1ccccc1)NCc1cccs1,5.6,i,2.2,0.0,10.5,-1.5,-0.5,-4.3,-4.6,-4.7
CC(C(=O)Nc1ccc(C(N)=O)cc1)N1C(=O)c2ccccc2S1(=O)=O (centres undefined),3.9,i,.,-6.5,-6.2,0.6,-3.1,20.3,-6.7,3.8
CCOC(=O)c1c(C)[nH]c(C)c1C(=O)CSc1nc2ccccc2n1CCC#N,-2.5,i,-7.4,-1.9,-4.8,8.7,-1.7,14.6,20.1,-0.3
Cc1onc(-c2ccccc2)c1C(=O)N1CCN(c2ncccn2)CC1,-0.2,i,-0.5,-0.8,-0.4,-2.1,-2.0,26.2,-1.3,1.2
CCN(CC)S(=O)(=O)c1ccc(Cl)c(C(=O)Nc2nncs2)c1,6.4,i,0.2,2.2,-6.3,-3.2,-2.0,16.0,11.2,0.0
O=C1CN(C(=O)COC(=O)/C=C/c2ccc(S(=O)(=O)N3CCOCC3)cc2)c2ccccc2N1,4.4,i,2.0,-0.1,-1.5,5.6,0.6,31.3,-11.5,-1.6
O=C(CNCC1CCCO1)Nc1ccc([N+](=O)[O-])cc1C(=O)Nc1ccccc1F (centres undefined),4.5,i,1.1,.,4.0,2.1,0.6,20.1,-1.1,0.4
COc1ccc(NC2CCCN(C(=O)CN3C(=O)c4ccccc4C3=O)C2)cc1OC (centres undefined),0.5,i,0.4,2.0,-2.9,-5.0,3.6,14.5,-8.0,-2.3
O=C(Cn1c(=O)n2ncnc2c2c3c(sc21)CCCC3)c1ccccc1,24.1,i,-2.6,8.4,3.9,7.6,-1.3,3.6,-1.6,-1.9
COc1ccccc1-c1nc(SCC(=O)Nc2ccccc2F)n[nH]1,12.2,i,-0.7,-2.1,-2.9,-12.9,0.8,7.3,-4.8,-3.3

# Of the compounds above, these contain a thiophene ring, fused or not.
SMILES,HSF-1 act,PolyA inhibitor,HSP90 inh,HDAC3 inhib,HSF1 inhib,Dyrk1A ADPGlo,GSK3beta inhib,AI-2 QS modul,Platelet DG rel,GSK3 alpha inh
O=C(NCC(c1cccs1)N1CCOCC1)c1ccc(Cl)s1 (centres undefined),7.7,i,-2.9,3.0,5.9,.,2.1,14.9,7.3,10.4
O=S(=O)(Nc1ccccc1Br)c1cccs1,-9.2,i,2.5,-0.3,-12.3,-4.1,0.2,31.5,4.1,-3.6
Cc1cc(C)n(-c2ccc(NC(=O)C3CCCCN3C(=O)c3cccs3)cc2)n1 (centres undefined),31.4,i,1.2,-3.9,0.5,-6.8,1.0,2.9,-0.6,0.2
N#CCCN1CCN(C2=NC(=O)/C(=C\c3cccs3)S2)CC1,-2.4,i,-0.9,7.6,-3.4,6.2,0.1,27.4,-16.8,-0.1
O=C(NCc1ccccc1)NCc1cccs1,5.6,i,2.2,0.0,10.5,-1.5,-0.5,-4.3,-4.6,-4.7
O=C(Cn1c(=O)n2ncnc2c2c3c(sc21)CCCC3)c1ccccc1,24.1,i,-2.6,8.4,3.9,7.6,-1.3,3.6,-1.6,-1.9
